# NSD2 block: NSD2 (human) methyltransferase inhibition; O96028; NSD2-SET H3K36me1 DELFIA fluorescence, biochemical; inhibition, % at 12.5 µM; 0.07% of 44,000 active; in the data active means inhibition above about 54%, passing the limit was not always enough;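 further: inhibitors reduce the monomethyl H3K36 fluorescence signal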
# Target sequence (O96028 whole entry, looked up): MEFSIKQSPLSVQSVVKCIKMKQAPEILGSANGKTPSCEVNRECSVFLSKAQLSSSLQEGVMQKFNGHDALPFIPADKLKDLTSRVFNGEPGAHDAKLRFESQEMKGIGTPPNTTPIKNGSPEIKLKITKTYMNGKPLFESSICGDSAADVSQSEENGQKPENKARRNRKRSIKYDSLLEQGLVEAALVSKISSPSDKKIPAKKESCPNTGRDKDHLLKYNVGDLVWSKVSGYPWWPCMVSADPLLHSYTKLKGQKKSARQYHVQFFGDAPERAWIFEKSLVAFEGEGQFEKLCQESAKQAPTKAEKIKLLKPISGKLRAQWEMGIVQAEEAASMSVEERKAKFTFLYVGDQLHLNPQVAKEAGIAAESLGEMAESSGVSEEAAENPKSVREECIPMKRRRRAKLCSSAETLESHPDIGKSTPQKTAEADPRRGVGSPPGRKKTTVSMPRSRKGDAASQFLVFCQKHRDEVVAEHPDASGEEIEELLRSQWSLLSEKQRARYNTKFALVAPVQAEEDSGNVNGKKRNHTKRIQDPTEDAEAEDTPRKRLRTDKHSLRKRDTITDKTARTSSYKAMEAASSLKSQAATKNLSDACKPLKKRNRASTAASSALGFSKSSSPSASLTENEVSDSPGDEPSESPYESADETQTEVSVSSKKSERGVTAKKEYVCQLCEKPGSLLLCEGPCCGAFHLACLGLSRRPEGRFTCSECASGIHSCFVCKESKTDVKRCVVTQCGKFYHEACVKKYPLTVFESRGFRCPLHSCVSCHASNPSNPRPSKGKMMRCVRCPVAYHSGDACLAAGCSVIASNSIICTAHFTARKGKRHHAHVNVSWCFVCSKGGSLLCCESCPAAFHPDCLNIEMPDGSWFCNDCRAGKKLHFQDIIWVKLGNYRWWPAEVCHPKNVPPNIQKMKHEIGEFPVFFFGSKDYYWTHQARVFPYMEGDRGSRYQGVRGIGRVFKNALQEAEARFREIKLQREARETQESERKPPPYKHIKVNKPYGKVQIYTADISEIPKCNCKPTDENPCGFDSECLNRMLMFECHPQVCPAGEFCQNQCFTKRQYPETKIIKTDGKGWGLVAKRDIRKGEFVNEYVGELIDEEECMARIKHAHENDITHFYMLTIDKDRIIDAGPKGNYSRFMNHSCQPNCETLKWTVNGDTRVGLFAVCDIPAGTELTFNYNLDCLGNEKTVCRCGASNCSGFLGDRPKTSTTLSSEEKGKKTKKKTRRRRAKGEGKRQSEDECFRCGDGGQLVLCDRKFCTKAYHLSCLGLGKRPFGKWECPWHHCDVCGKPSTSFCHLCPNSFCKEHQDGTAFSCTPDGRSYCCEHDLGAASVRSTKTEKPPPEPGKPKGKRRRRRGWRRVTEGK
# The depositor's hits bear a star; i = inactive. A portion of the library (hit frequency here may not be typical).
> C[C@H]1CN([C@@H](C)CO)C(=O)c2cc(-c3ccccc3)cnc2O[C@H]1CN(C)C(=O)Cc1ccccn1
- NSD2 block = -34

> C=CCOc1ccccc1/C=N/NC(=O)CCCCC(=O)NO
- NSD2 block = 0

> C[C@@H](NC(=O)C[C@@H]1C[C@H]2c3cc(NC(=O)C4CCC4)ccc3O[C@H]2[C@H](CO)O1)c1ccccc1
- NSD2 block = -2

> C[C@@H]1CN([C@H](C)CO)C(=O)c2cc(NC(=O)CCCCCC(=O)Nc3ccccc3N)ccc2O[C@@H](C)CCCCO[C@H]1CN(C)Cc1ccc(Cl)c(Cl)c1
- NSD2 block = 0

> COCC(=O)N(C)C[C@H]1Oc2cc(-c3ccccc3F)ccc2S(=O)(=O)N([C@H](C)CO)C[C@H]1C
- NSD2 block = 2

> C[C@@H]1CCCCO[C@@H](CN(C)C(=O)c2ccccc2)[C@@H](C)CN([C@@H](C)CO)C(=O)c2cc(NS(=O)(=O)c3cccs3)ccc2O1
- NSD2 block = -2

> O=C(C[C@@H]1CC[C@H](NC(=O)C2CCC2)[C@@H](CO)O1)NCCCN1CCOCC1
- NSD2 block = -2

> CCCN(C)C[C@@H]1OCCCC[C@@H](C)Oc2ccc(NS(=O)(=O)c3ccc(C)cc3)cc2C(=O)N([C@@H](C)CO)C[C@@H]1C
- NSD2 block = -10

> COc1ccc(S(=O)(=O)Nc2ccc3c(c2)CC(=O)N([C@H](C)CO)C[C@@H](C)[C@H](CN(C)Cc2ccc(Oc4ccccc4)cc2)O3)cc1
- NSD2 block = 1

> Cc1ccc(S(=O)(=O)N(C)C[C@@H]2Oc3ccc(NC(=O)Nc4cccc5ccccc45)cc3CC(=O)N([C@H](C)CO)C[C@@H]2C)cc1
- NSD2 block = -5

> C[C@@H]1CN([C@@H](C)CO)C(=O)c2cc(C3=CCCC3)cnc2O[C@H]1CN(C)C(=O)c1ccc(F)cc1
- NSD2 block = 0

> COc1cccc(S(=O)(=O)Nc2ccc3c(c2)[C@H]2C[C@@H](CC(=O)N4CCCCC4)O[C@H](CO)[C@H]2O3)c1
- NSD2 block = -1

> Cc1noc(C)c1S(=O)(=O)Nc1cccc2c1O[C@H](CN(C)CC1CCCCC1)[C@H](C)CN([C@@H](C)CO)C2=O
- NSD2 block = 1

> CCCC#Cc1ccc2c(c1)O[C@H](CN(C)C(=O)c1ccccn1)[C@@H](C)CN([C@H](C)CO)S2(=O)=O
- NSD2 block = 9

> C[C@H](CO)N1C[C@H](C)[C@H](CN(C)C(=O)Nc2cccc3ccccc23)Oc2ccc(NC(=O)Nc3ccc(F)cc3)cc2C1=O
- NSD2 block = -3

> C[C@@H]1CN([C@H](C)CO)C(=O)c2cc(NS(=O)(=O)c3ccccc3)ccc2O[C@@H](C)CCCCO[C@H]1CN(C)S(=O)(=O)c1ccc(Cl)cc1
- NSD2 block = -2

> CC(C)[C@H](N)C(=O)OCCOCn1cnc2c(=O)[nH]c(N)nc21
- NSD2 block = -1

> C[C@@H]1CCCCO[C@@H](CN(C)C(=O)CCCN(C)C)[C@H](C)CN([C@@H](C)CO)C(=O)c2cc(NC(=O)C3CCCCC3)ccc2O1
- NSD2 block = 3

> C[C@H](CO)N1C[C@H](C)[C@H](CN(C)Cc2ccc(C(F)(F)F)cc2)Oc2ccc(NC(=O)Cc3cn(C)c4ccccc34)cc2C1=O
- NSD2 block = 0

> C[C@@H]1CN([C@H](C)CO)C(=O)c2cc(C#CC3CCCCC3)cnc2O[C@@H]1CN(C)S(=O)(=O)c1cccc(F)c1
- NSD2 block = 2

> C[C@@H]1CN([C@@H](C)CO)C(=O)c2cc(N(C)C)ccc2O[C@@H]1CN(C)C(=O)Nc1ccc(C(F)(F)F)cc1
- NSD2 block = -3

> CNC[C@H]1OCCCC[C@H](C)Oc2ccc(NS(=O)(=O)c3ccc(Cl)cc3)cc2C(=O)N([C@@H](C)CO)C[C@@H]1C
- NSD2 block = 0

> C[C@H]1CN([C@@H](C)CO)C(=O)Cc2cc(NS(C)(=O)=O)ccc2O[C@H]1CN(C)C
- NSD2 block = 3

> NCCCCCNC(=O)[C@H]1C[C@H]2C(=O)NCC(=O)N2[C@H]1c1cccc(OCCO)c1
- NSD2 block = -1

> COc1ccc(S(=O)(=O)Nc2ccc3c(c2)CC(=O)N([C@@H](C)CO)C[C@H](C)[C@H](CN(C)Cc2ccc4c(c2)OCO4)O3)cc1
- NSD2 block = -11

> CC(=O)N(C)C[C@@H]1Oc2ncc(C#CC(C)(C)O)cc2C(=O)N([C@H](C)CO)C[C@H]1C
- NSD2 block = 10

> CNC[C@H]1Oc2ccc(NS(=O)(=O)c3ccc(Cl)cc3)cc2C(=O)N([C@@H](C)CO)C[C@H]1C
- NSD2 block = 5

> COc1ccc(S(=O)(=O)Nc2ccc3c(c2)C(=O)N([C@H](C)CO)C[C@@H](C)[C@@H](CN(C)S(=O)(=O)c2ccc(C)cc2)OCCCC[C@@H](C)O3)cc1
- NSD2 block = 0

> Cc1nnc(Sc2ccc(/C=N/NC(=O)c3ccc(C(=O)NO)cc3)o2)n1C
- NSD2 block = 1

> COc1ccc(S(=O)(=O)N(C)C[C@@H]2Oc3ccc(NC(=O)NC(C)C)cc3C(=O)N([C@@H](C)CO)C[C@H]2C)cc1
- NSD2 block = -5

> C[C@@H]1CN([C@H](C)CO)C(=O)c2cccc(NC(=O)C3CCCCC3)c2O[C@H]1CN(C)C(=O)Nc1cccc2ccccc12
- NSD2 block = i

> CNC[C@@H]1Oc2c(NS(C)(=O)=O)cccc2C(=O)N([C@H](C)CO)C[C@@H]1C
- NSD2 block = 4

> C[C@@H]1CN([C@@H](C)CO)C(=O)c2cc(NC(=O)Cn3cnnn3)ccc2O[C@@H]1CN(C)C
- NSD2 block = 1

> COc1cccc(-c2nn(C)c3sc(C(=O)N4CCCCCC4)cc23)c1
- NSD2 block = -5

> O=C(O)CCCCCCC(=O)N/N=C/c1cccc2ccccc12
- NSD2 block = -2

> Cc1noc(C)c1S(=O)(=O)N(C)C[C@H]1Oc2ccc(NC(=O)Nc3cccc4ccccc34)cc2CC(=O)N([C@H](C)CO)C[C@H]1C
- NSD2 block = -5

> C[C@H]1CN([C@@H](C)CO)C(=O)c2cccc(NS(=O)(=O)c3ccc(Cl)cc3)c2O[C@H]1CN(C)S(C)(=O)=O
- NSD2 block = -6

> CN(C)CC(=O)N[C@H]1C=C[C@H](CC(=O)NCc2ccccc2F)O[C@@H]1CO
- NSD2 block = -3

> Cc1noc(C)c1NC(=O)Nc1ccc2c(c1)CC(=O)N([C@H](C)CO)C[C@@H](C)[C@H](CN(C)S(=O)(=O)c1ccc(F)cc1)O2
- NSD2 block = -5

> C[C@@H]1CN([C@H](C)CO)C(=O)CCCn2nncc2CO[C@H]1CN(C)Cc1ccc(C(F)(F)F)cc1
- NSD2 block = -5

> COCC#Cc1cnc2c(c1)C(=O)N([C@@H](C)CO)C[C@@H](C)[C@@H](CN(C)S(=O)(=O)c1cccc(OC)c1)O2
- NSD2 block = -3

> COc1ccc(S(=O)(=O)N(C)C[C@@H]2Oc3cc(C#CC4CC4)ccc3S(=O)(=O)N([C@H](C)CO)C[C@@H]2C)cc1
- NSD2 block = 3

> Cc1ccc(S(=O)(=O)N(C)C[C@H]2Oc3c(NC(=O)c4cnccn4)cccc3C(=O)N([C@H](C)CO)C[C@H]2C)cc1
- NSD2 block = 2

> COc1cccc(-c2cnc3c(c2)C(=O)N([C@@H](C)CO)C[C@H](C)[C@@H](CN(C)C(=O)CN(C)C)O3)c1
- NSD2 block = 2

> C[C@H]1CN([C@@H](C)CO)C(=O)c2cccc(NS(=O)(=O)c3ccc(F)cc3)c2O[C@@H]1CN(C)C(=O)Nc1ccccc1
- NSD2 block = -3

> COc1cccc(C#Cc2ccc3c(c2)O[C@H](CN(C)C)[C@@H](C)CN([C@@H](C)CO)S3(=O)=O)c1
- NSD2 block = -1

> Cc1noc(C)c1NC(=O)Nc1ccc2c(c1)C(=O)N([C@H](C)CO)C[C@H](C)[C@H](CN(C)Cc1ccc(C(=O)Nc3ccccc3N)cc1)OCCCC[C@@H](C)O2
- NSD2 block = 0

> COCCOC(=O)N1C(=O)[C@@]2(c3cc(C#Cc4ccc(OC)cc4)ccc31)[C@H](c1ccccc1OCCO)N1[C@H](c3ccccc3)[C@H](c3ccccc3)OC(=O)[C@H]1[C@@H]2C(=O)N1CCc2cc(OC)c(OC)cc2C1
- NSD2 block = -5

> COc1ccc(S(=O)(=O)Nc2cccc3c2O[C@H](CN(C)C(=O)NC(C)C)[C@@H](C)CN([C@@H](C)CO)C3=O)cc1
- NSD2 block = 6

> CC(C)CC#Cc1cnc2c(c1)C(=O)N([C@@H](C)CO)C[C@H](C)[C@@H](CN(C)Cc1ccccc1)O2
- NSD2 block = 10

# Sorted by the number under NSD2 block (falling): some entries from above
Structure	NSD2 block
Cc1nnc(Sc2ccc(/C=N/NC(=O)c3ccc(C(=O)NO)cc3)o2)n1C	1
O=C(O)CCCCCCC(=O)N/N=C/c1cccc2ccccc12	-2
C[C@H]1CN([C@@H](C)CO)C(=O)c2cccc(NS(=O)(=O)c3ccc(F)cc3)c2O[C@@H]1CN(C)C(=O)Nc1ccccc1	-3

# More entries.
> C[C@@H]1CN([C@@H](C)CO)C(=O)c2cccc(NS(C)(=O)=O)c2O[C@H]1CN(C)C(=O)Nc1ccccc1
- NSD2 block = 0

> COc1ccc(S(=O)(=O)N(C)C[C@@H]2OCCCC[C@H](C)Oc3ccc(NC(=O)Nc4ccc(F)cc4)cc3C(=O)N([C@H](C)CO)C[C@@H]2C)cc1
- NSD2 block = -2

> C[C@@H]1CN([C@@H](C)CO)C(=O)c2cc(NC(=O)CCC(F)(F)F)ccc2O[C@@H](C)CCCCO[C@H]1CN(C)C(=O)NC1CCCCC1
- NSD2 block = 3

> COCC#Cc1ccc2c(c1)O[C@H](CN(C)CC1CCCC1)[C@@H](C)CN([C@H](C)CO)S2(=O)=O
- NSD2 block = -2

> COc1ccc(S(=O)(=O)N(C)C[C@H]2Oc3ccc(NC(=O)Nc4cccc5ccccc45)cc3CC(=O)N([C@@H](C)CO)C[C@H]2C)cc1
- NSD2 block = -1

> C[C@H](CO)N1C[C@H](C)[C@H](CN(C)Cc2cncnc2)Oc2cc(-c3ccncc3)ccc2S1(=O)=O
- NSD2 block = -5

> Cc1cc(C(=O)Nc2cccc3c2O[C@@H](CN(C)S(=O)(=O)c2ccc(F)cc2)[C@@H](C)CN([C@@H](C)CO)C3=O)n(C)n1
- NSD2 block = 0

> Cc1noc(C)c1NC(=O)Nc1cccc2c1O[C@H](CN(C)Cc1ccc(Oc3ccccc3)cc1)[C@H](C)CN([C@H](C)CO)C2=O
- NSD2 block = 2

> COc1ccc(NC(=O)Nc2cccc3c2O[C@H](CN(C)Cc2ccc(Oc4ccccc4)cc2)[C@@H](C)CN([C@@H](C)CO)C3=O)cc1
- NSD2 block = 12

> COc1ccc(S(=O)(=O)Nc2ccc3c(c2)C(=O)N([C@@H](C)CO)C[C@@H](C)[C@@H](CN(C)S(=O)(=O)c2cn(C)cn2)OCCCC[C@@H](C)O3)cc1
- NSD2 block = -2

> C[C@H](CO)N1C[C@H](C)[C@H](CN(C)Cc2ccc(C(=O)Nc3ccccc3N)cc2)Oc2ccc(NS(C)(=O)=O)cc2CC1=O
- NSD2 block = -1

> C[C@@H]1CCCCO[C@@H](CN(C)Cc2ccc3c(c2)OCO3)[C@@H](C)CN([C@H](C)CO)C(=O)c2cc(NC(=O)NC3CCCCC3)ccc2O1
- NSD2 block = 1

> C[C@H]1CCCCO[C@H](CN(C)C)[C@@H](C)CN([C@@H](C)CO)C(=O)c2cc(NS(C)(=O)=O)ccc2O1
- NSD2 block = 5

> COCC(=O)Nc1ccc2c(c1)[C@H]1C[C@@H](CC(=O)NCCN3CCCCC3)O[C@H](CO)[C@H]1O2
- NSD2 block = 3

> COc1ccc(NC(=O)Nc2ccc3c(c2)[C@@H]2C[C@H](CC(=O)NCc4ccccc4F)O[C@@H](CO)[C@@H]2O3)cc1
- NSD2 block = 5

> COc1ccccc1C1CCN(S(=O)(=O)c2ccc(-c3csc(C)n3)s2)CC1
- NSD2 block = -2

> O=C(Cn1c(=O)n(-c2cccc(C(F)(F)F)c2)c(=O)c2sccc21)N1CCCc2ccccc21
- NSD2 block = 3

> COc1ccccc1S(=O)(=O)N(C)C[C@@H]1Oc2cc(C#CCC(C)C)ccc2S(=O)(=O)N([C@@H](C)CO)C[C@@H]1C
- NSD2 block = 4

> C[C@@H]1CN([C@@H](C)CO)C(=O)Cc2cc(NC(=O)Nc3ccc4c(c3)OCO4)ccc2O[C@H]1CN(C)C
- NSD2 block = -1

> C[C@@H]1CN([C@H](C)CO)C(=O)c2cc(C#CCN(C)C)cnc2O[C@H]1CN(C)C(=O)Cc1ccncc1
- NSD2 block = -2

> Cc1noc(C)c1S(=O)(=O)N(C)C[C@H]1Oc2ccc(NS(=O)(=O)c3cccs3)cc2CC(=O)N([C@H](C)CO)C[C@H]1C
- NSD2 block = 2

> COc1ccc(/C=N/NC(=O)CCCCCC(=O)O)c(O)c1
- NSD2 block = -20

> C[C@@H]1CCCCO[C@@H](CN(C)C(=O)c2ccncc2)[C@H](C)CN([C@@H](C)CO)C(=O)c2cc(NC(=O)CCC(F)(F)F)ccc2O1
- NSD2 block = 5

> C[C@@H]1CCCCO[C@H](CN(C)C(=O)Nc2ccccc2)[C@H](C)CN([C@@H](C)CO)C(=O)c2cc(NC(=O)Cc3ccccc3)ccc2O1
- NSD2 block = -1

> COC(=O)C[C@@H]1C[C@H]2c3cc(NC(=O)Nc4ccc(OC)cc4)ccc3O[C@H]2[C@H](CO)O1
- NSD2 block = 0

> CC(C)CC#Cc1ccc2c(c1)O[C@@H](CN(C)C(=O)c1ccccc1)[C@H](C)CN([C@@H](C)CO)S2(=O)=O
- NSD2 block = -5

> C[C@@H]1CN([C@@H](C)CO)C(=O)c2cc(NC(=O)NC3CCCCC3)ccc2O[C@H]1CN(C)Cc1ccc2c(c1)OCO2
- NSD2 block = 1

> Cc1ccc(S(=O)(=O)Nc2ccc3c(c2)C(=O)N([C@H](C)CO)C[C@H](C)[C@H](CN(C)C(=O)CCCN(C)C)OCCCC[C@H](C)O3)cc1
- NSD2 block = 2

> Cc1noc(C)c1NC(=O)N(C)C[C@H]1Oc2c(NC(=O)Nc3ccccc3)cccc2C(=O)N([C@H](C)CO)C[C@@H]1C
- NSD2 block = -11

> Cc1noc(C)c1NC(=O)N(C)C[C@@H]1Oc2c(NC(=O)Nc3ccc(C(F)(F)F)cc3)cccc2C(=O)N([C@H](C)CO)C[C@H]1C
- NSD2 block = -2

> COc1cc(/C=N/NC(=O)CCCCCC(=O)Nc2ccccc2O)c(Br)cc1O
- NSD2 block = -8
